# DDE Tn7 FP inh: inhibitors of Tn7 peptide binding to human fibrin DD(E); FP displacement of FITC-Tn7 peptide from fibrin DD(E); 0% = median of compound wells per plate; AID 720508; hit rate 0.13% among 370,000; inhibition, % at 8.3 µM;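 active = inhibition above the mean of compounds falling within the control limits plus 3 SD of them, cut at about 14% in these data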;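 also: 0% = plate median of compound wells and 100% = 10 µM Aha-Tn7 peptide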
#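 Assay system: Human clot-derived fibrin DD(E) complex | Buffer or medium: Tris/NaCl/CaCl2 buffer, pH 7.8 | Repeats: One replicate per compound | Benchmarks: Aha-Tn7 high control | Measure: % inhibition scaled between sample-field median and high-control FP | Schedule: 10 min plus 3 h, room temperature | Signal: Fluorescence polarization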
# proKLK7 act: proKLK7 (human) activation, primary screen; P49862; purified proKLK7, EDANS-DABCYL substrate fluorescence; 100% is mature enzyme control, 0% vehicle; activation, % at 7 µM; hit rate 0.9% among 370,000; AID 652039;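 active = activation above the mean of all tested compounds plus 3 SD, computed per campaign excluding outliers beyond control limits, cut at about 13% in these data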
# ADAM10 inh: inhibits human ADAM10 | O14672 | recombinant ADAM10, EDANS/DABCYL FRET peptide cleavage, 3 h | inhibition, % at 7 µM | hit rate 0.62% among 370,000;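 active = inhibition above a per-campaign cutoff equal to the mean of compounds falling between control-based bounds plus 3 SD, cut at about 20% in these data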;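 also: 0% = DMSO wells while the 100% control is not disclosed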
# TDP2 inh: TDP2 (human) inhibition, absorbance primary screen; AID 720702; hit rate 0.34% among 370,000; recombinant TDP2, T5PNP hydrolysis, p-nitrophenol absorbance 415 nm; inhibition, % at 12.8 µM;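 active = inhibition above the mean of all tested compounds plus 3 SD, set per campaign, cut at about 25% in these data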;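 also: 0% = DMSO with enzyme and 100% = buffer with substrate but no TDP2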
# Target sequence (O95551 whole entry, looked up): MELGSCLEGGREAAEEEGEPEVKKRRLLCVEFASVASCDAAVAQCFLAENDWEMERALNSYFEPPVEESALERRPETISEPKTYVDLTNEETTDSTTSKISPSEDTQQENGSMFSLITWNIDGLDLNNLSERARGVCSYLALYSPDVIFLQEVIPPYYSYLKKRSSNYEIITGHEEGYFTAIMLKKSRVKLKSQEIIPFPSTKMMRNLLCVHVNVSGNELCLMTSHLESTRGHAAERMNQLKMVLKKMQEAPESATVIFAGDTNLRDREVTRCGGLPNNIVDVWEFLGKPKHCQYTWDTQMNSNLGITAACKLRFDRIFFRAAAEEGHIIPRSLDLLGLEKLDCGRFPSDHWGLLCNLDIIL
#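 Evaluation: % inhibition relative to enzyme-containing and enzyme-free wells. Material: recombinant human TDP2. Benchmarks: enzyme-free and DMSO wells. Timing: enzyme reaction with compound for 2 h at 37 °C. Compound dosing: 12.8 µM only. Measured by: p-Nitrophenol epi absorbance. Reagent: T5PNP substrate at 5 mM, a TopII-DNA adduct mimic. Replication: single well per compound.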
# Tn6 DDE FP: disrupts Tn6 cyclic peptide binding to fibrin D-Dimer-E complex; Fibrin DD(E) TRITC-Tn6 fluorescence polarization displacement; inhibition, % at 8.3 µM; hit rate 0.21% among 370,000;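 active = inhibition above a per-campaign cutoff: mean of compounds within control limits plus 3 SD, cut at about 15% in these data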;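 also: 0% = median of all compound wells on the plate and 100% = blocking peptide control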
# ARFGAP1 inhibitor: inhibits rat ARF GTPase activating protein 1; Q62848; Arfgap1-stimulated ARF1 GTP hydrolysis, GDP FP detection; inhibition, % at 16.5 µM; hit rate 0.26% among 360,000; AID 651572;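 active = inhibition above a per-plate limit, mean inhibition of low control wells plus 3 SD, cut at about 25% in these data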;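 also: 0% = DMSO wells with enzyme and 100% = wells lacking Arfgap1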
#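 Material – truncated rat Arfgap1 GAP domain · Buffer or medium – HEPES-based buffer, pH 7.5 · Reagent – human ARF1(Δ1-17)-GTP substrate · Dosing – 16.5 µM single point, 1.26% DMSO · Schedule – GTP hydrolysis reaction 2 h at 25 °C · Technique – GDP detection by fluorescence polarization · Benchmarks – No-Arfgap1 wells (100%) versus DMSO full-reaction wells (0%) · Repeats – single replicate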
# ADAM17 inh: inhibits human ADAM17 | hit rate 0.83% among 370,000 | P78536 | recombinant ADAM17, EDANS/DABCYL FRET peptide cleavage | inhibition, % at 6.95 µM;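 active = inhibition above the mean of compounds lying between control limits plus 3 SD, set per campaign, cut at about 8.5% in these data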;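 also: 0% = DMSO-only wells as the low control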
# Target sequence (P78536 215-824 limits assumed): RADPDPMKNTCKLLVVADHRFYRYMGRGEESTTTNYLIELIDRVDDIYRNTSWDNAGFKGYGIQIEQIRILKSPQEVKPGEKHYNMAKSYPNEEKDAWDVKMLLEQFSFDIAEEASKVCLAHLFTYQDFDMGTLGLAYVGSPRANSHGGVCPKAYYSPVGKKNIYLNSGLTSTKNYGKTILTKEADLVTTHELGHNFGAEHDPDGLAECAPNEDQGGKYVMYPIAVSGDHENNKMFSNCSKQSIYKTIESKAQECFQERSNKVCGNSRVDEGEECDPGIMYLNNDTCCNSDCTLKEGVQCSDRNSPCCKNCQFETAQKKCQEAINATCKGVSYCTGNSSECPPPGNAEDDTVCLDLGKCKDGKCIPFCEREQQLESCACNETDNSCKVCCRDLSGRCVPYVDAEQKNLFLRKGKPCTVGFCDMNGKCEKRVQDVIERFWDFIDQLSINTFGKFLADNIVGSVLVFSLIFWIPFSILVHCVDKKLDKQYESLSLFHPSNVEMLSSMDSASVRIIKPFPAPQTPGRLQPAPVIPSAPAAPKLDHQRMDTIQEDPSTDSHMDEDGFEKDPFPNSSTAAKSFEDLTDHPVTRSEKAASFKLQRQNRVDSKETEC
# ASAP1 inh: inhibitors of human ASAP1 ArfGAP activity | Q9ULH1 | ASAP1-stimulated ARF1 GTP hydrolysis, GDP FP detection | inhibition, % at 16.5 µM | hit rate 0.19% among 360,000 | AID 624377; in the data active = inhibition above about 25%;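 also: 0% = vehicle with enzyme and substrate and 100% = no enzyme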
# LEDGF integ inh: blocks HIV-1 LEDGF/p75-dependent DNA integration; TR-FRET IN-LEDGF/p75 DNA integration, Eu/Cy5; inhibition, % at 3.7 µM; hit rate 0.64% among 370,000;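 active = inhibition above the screen-wide mean plus 3 SD, cut at about 13% in these data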;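 also: signal is the Cy5 over europium emission ratio at 671 and 618 nm; 0% = plate median of compound wells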
# PLC-gamma1 inh: blocks human PLC-gamma1 enzyme activity; inhibition, % at 12.2 µM; purified PLC-gamma1, fluorogenic substrate, fluorescence; hit rate 0.84% among 370,000; P19174; in the data active = inhibition above about 9.5%
# Starred values were filed as active, the others as inactive; & = joins results of further samples.
SMILES,DDE Tn7 FP inh,proKLK7 act,ADAM10 inh,TDP2 inh,Tn6 DDE FP,ARFGAP1 inhibitor,ADAM17 inh,ASAP1 inh,LEDGF integ inh,PLC-gamma1 inh
Cc1cc(OCC(=O)NCC2CCC(C(=O)O)CC2)c2c(C)c(Cc3ccccc3)c(=O)oc2c1 (stereo unspecified),7,-1.0,-63,1,-2,-2,-14,8,0,-10
Cc1ccc(C(=O)OCn2nnc3ccccc3c2=O)cc1[N+](=O)[O-],3,-0.2,0,-1,-5,-2,-2,11,-1,1
Cc1ccc(-c2nn(-c3ccc(F)cc3)cc2C(=O)N2CCN(C3CCS(=O)(=O)C3)CC2)cc1 (stereo unspecified),-1,0.2,-10,-11,3,4,0,7,3,-2
COc1ccc(NC(=O)OCCn2c([N+](=O)[O-])cnc2C)cc1,-4,-0.1,-8,-2,-1,5,-4,8,0,5
COc1ccc(CNCCCSc2ncccn2)cc1OC,1,-0.3,0,-2,-5,4,-3,-1,0,0
Cc1nc(C(=O)NNC(=O)c2ccc(Cl)cc2)c(C(F)(F)F)o1,-1,1.0,-3,3,1,0,-3,-2,-5,-1
COc1cc(/C=N/Nc2nc(Nc3ccccc3)nc(N3CCCCC3)n2)ccc1OCC(=O)O,-3,-0.1,6,-15,3,-11,-2,-6,6,12*
Cc1ccc(NC(=O)CCCNC(=O)c2ccc(Cl)cc2)nc1,-3,-0.7,-4,11,-2,-3,-4,10,0,0
O=C(CN(c1ccccc1)S(=O)(=O)c1ccc(F)cc1)NC1CCS(=O)(=O)C1 (stereo unspecified),2,-0.8,5,13,8,-3,-3,10,-2,-1
O=C(N/N=C\c1cc2c(cc1Cl)OCO2)c1cccnc1,0,0.5,-8,11,-5,4,-3,7,-2,-8
Cc1noc(C)c1COC(=O)c1cc(S(=O)(=O)N2CCOCC2)ccc1Cl,-4,0.3,-13,8,-2,-3,-5,2,-1,1
CC(C)N1CCN(Cc2nc3ccccc3s2)CC1CCO (stereo unspecified),1,-0.2,3,-5,8,-7,-2,10,-2,0
O=C(O)CN(c1ccccc1F)S(=O)(=O)c1ccccc1,1,-0.2,14,-13,-4,-7,2,-16,-2,3
COCCN1CCN(Cc2nc(Cc3ccc(OC)c(OC)c3)no2)CC1,2,-0.6,-11,-4,2,11,-8,3,-7,3
CN(Cc1ccccc1)C(=O)[C@@H]1CCCN1S(=O)(=O)c1ccc(Cl)cc1,5,-0.3,3,-20,-9,4,1,-4,1,6
CC(C)C(N)c1csc(NC(=O)Nc2ccccc2C(C)(C)C)n1 (stereo unspecified),-10,-0.3,2,-14,3,10,4,2,6,3
O=S1(=O)CC(N2CCSCC2)CN1Cc1cn(Cc2ccc(Cl)cc2)nn1 (stereo unspecified),2,-0.2,-20,-7,-7,3,-1,15,-1,-2
CCOC(=O)CNC(=S)N(Cc1cccs1)C1CCCCC1,-4,-0.2,3,1,-6,-5,0,-17,4,3
COc1ccc(CNC(=O)C2CCC(CNS(=O)(=O)c3ccccc3)CC2)cc1 (stereo unspecified),0,0.1,-11,-10,-5,6,-9,11,-1,-3
O=C(Nc1ccc(F)cc1)c1cc(S(=O)(=O)N2CCCCC2)ccc1F,1,0.3,9,-10,-4,-1,4,0,-2,-1
COc1cccc2cc(C(=O)Oc3ccccc3)c(=O)oc12,3,4.8,-4,-5,-7,5,-2,15,1,-60
O=C(c1ccccc1)n1ccc(-c2cccs2)n1,5,-0.2,2,-6,-7,5,-3,0,-6,-3
NC(=O)CCS(=O)(=O)c1ccccc1,3,-0.2,4,-4,3,-7,-4,5,2,-1
CCC1=NN2C(=N)/C(=C\c3ccc(OCCOc4ccccc4OC)cc3)C(=O)N=C2S1,1,0.9,-38,-9,-10,8,-16,1,-4,-2
O=C(NN=C1CCCC1)c1ccc(Cl)cc1,-7,-0.7,2,-15,6,10,0,-5,0,-5
COc1cc(OC)cc(OCC(O)Cn2ccnc2)c1 (stereo unspecified),7,-0.2,-4,-5,7,-6,-4,8,-1,0
O=C(Cn1cc([N+](=O)[O-])cn1)NCCc1nc2ccccc2[nH]1,4,-0.3,-7,-19,-3,19,-1,13,-5,5
CC12CCCCC1c1ccccc1C(=NCC(=O)O)N2 (stereo unspecified),3,0.3,3,8,-2,3,-3,-6,1,0
COc1ccccc1CCNC(=O)C(=O)NCC1OCCN1S(=O)(=O)c1ccc(F)cc1 (stereo unspecified),-11,0.0,-2,-12,3,14,-1,0,-1,-1
O=C(O)c1ccc(COc2ccc(Cl)cc2)o1,6,0.1,3,-1,8,-2,-5,5,0,-1

# With a hit mark in PLC-gamma1 inh, of those listed so far:
SMILES,DDE Tn7 FP inh,proKLK7 act,ADAM10 inh,TDP2 inh,Tn6 DDE FP,ARFGAP1 inhibitor,ADAM17 inh,ASAP1 inh,LEDGF integ inh,PLC-gamma1 inh
COc1cc(/C=N/Nc2nc(Nc3ccccc3)nc(N3CCCCC3)n2)ccc1OCC(=O)O,-3,-0.1,6,-15,3,-11,-2,-6,6,12*

# (list continues)
SMILES,DDE Tn7 FP inh,proKLK7 act,ADAM10 inh,TDP2 inh,Tn6 DDE FP,ARFGAP1 inhibitor,ADAM17 inh,ASAP1 inh,LEDGF integ inh,PLC-gamma1 inh
COC(=O)c1c(C)[nH]c(C(=O)C(C)OC(=O)C2CC2C)c1C (stereo unspecified),-3,0.1,4,-2,7,-3,-2,4,3,4
C=CC[C@@H](CC(=O)N[C@H](CO)Cc1ccccc1)C(=O)N[C@H](C)COC(=O)[C@@H](CC=C)CC(=O)OC(C)(C)C,2,-0.1,-1,-1,-3,5,-3,4,-1,5
COc1ccc(S(=O)(=O)NCCSC(C)(C)C)c(Cl)c1Cl,-5,-0.3,-1,0,-6,-4,0,8,-4,-2
Cc1ccc(CN2CCN(c3ccccc3Cl)CC2)o1,0,0.5,4,21,1,8,-3,-1,1,-4
CC(=O)Nc1cccc(C(=O)NNC(=O)c2ccc(NS(=O)(=O)c3cccs3)cc2)c1,-5,-0.4,-5,4,0,7,-2,5,-4,-1
Cc1ccccc1-c1ccc(=O)n(CC(=O)Nc2ccc(-n3cnnn3)cc2)n1,-11,0.6,-6,4,-3,5,-4,-6,2,1
C=C1[C@@H](C)CN[C@@H]1CCO,-1,-0.1,-2,-2,10,5,-2,-9,-5,2
CCOc1ccccc1Nc1nnc(SC(C)C(=O)Nc2nc(-c3ccccc3)cs2)s1 (stereo unspecified),10,-0.8,2,4,-2,9,-5,-1,1,0
CC(=O)c1ccc(NC(=O)COc2ccccc2C(=O)Nc2ccc(C)cn2)cc1,0,0.1,-1,5,-4,12,-1,3,-4,-1
COc1ccc(COC(=O)Nc2c(SC)nsc2SC)cc1,-3,-0.6,0,9,-2,12,1,7,2,0
COc1ccc(C(=O)NCC(=O)OCC(=O)NC2CCCCCC2)cc1OC,-1,0.3,-10,3,0,-13,-7,9,2,-1
CC(C)(C(=O)N1CCC1(C)C(=O)NS(=O)(=O)c1cccc(F)c1)c1ccccc1 (stereo unspecified),-1,0.0,2,-3,-2,2,-1,-26,-3,2
CC(=O)c1c(-c2ccccc2)c2ccccc2[nH]c1=O,-10,-0.4,-10,10,-5,-6,-2,12,1,-5
COc1ccc(NC(=O)COc2ccccc2F)cc1S(=O)(=O)N1CCCCC1,-3,0.3,-4,9,-1,3,1,1,2,-4
N#C/C(=N\O)c1nc(-c2ccccc2)cs1,1&0,-0.7&0.5,-3&0,1&10,-4&-6,18&9,0&-2,-1&-7,-2&-4,-9&-5
Brc1cccc(Nc2nc(-c3cccnc3)cs2)c1,-4,0.1,8,-9,-6,5,1,7,2,-1
COc1ccc(NC(=O)C(=O)NCC(=O)Nc2cccc(C(F)(F)F)c2)cc1,3,-0.1,-5,-6,-3,-6,-2,6,-2,1
CCOc1ccc(S(=O)(=O)Nc2nc3ccc(OC)cc3s2)cc1,-4,-0.6,15,-5,-1,-9,2,-1,-1,1
O=C(Nc1cccc(C(F)(F)F)c1)C1CC(=O)N(Cc2ccco2)C1 (stereo unspecified),-2,0.8,-8,-1,-1,4,0,-6,0,2
O=C(COC(=O)C1CCN(c2ccc(C(F)(F)F)cn2)CC1)c1ccccc1,2,0.4,-2,-2,-1,7,4,-7,0,0
CCCSc1cc(NCCOC(=O)CCC)c([N+](=O)[O-])c2nonc12,-3,-0.4,7,4,1,6,2,-5,1,-3
CCN(CC)S(=O)(=O)c1ccc(-n2cnnn2)c(C)c1,2,-0.2,-5,-5,1,-2,-1,10,-6,0
CCOc1cc(/C=N/O)cc(Br)c1OCC,2,0.2,3,-4,14,-1,0,11,0,3
O=C(Nc1cc(S(=O)(=O)N2CCCCC2)ccc1N1CCOCC1)c1ccc(F)cc1,-5,0.4,-4,8,0,19,-3,10,1,1
COc1ccc(S(=O)(=O)N2CCOCC2)cc1NC(=O)Cc1coc2cc(C)c(C)cc12,-2,-0.2,10,12,0,0,2,8,2,-14
Cc1ccc(S(=O)(=O)/N=C(\CN2CCOCC2)N2CCOCC2)cc1,-4,0.3,12,-8,-1,11,4,14,3,6
COc1ccc(Cn2nnnc2CN2CCN(c3ccc(OC)cc3)CC2)cc1,1,0.2,-1,20,-4,6,-2,-3,0,-1
COCCNC(=O)CSc1n[nH]c(=O)n1CCc1ccccc1,-2,-0.2,-3,-8,-9,3,-3,10,-4,3
CCc1nc2ccc(C(=O)Nc3cc(-c4ccccc4)ccc3OC)cn2c1N(C)C(=O)c1cccc(OC)c1,-5,-2.5,2,-5,-5,10,7,7,-1,-3
CCC1c2ccc(C)n2CCN1C(=O)Nc1ccccc1OC (stereo unspecified),3,1.0,-66,6,8,6,-19,-5,-1,-38
CCN(CC)C(=O)[C@H]1CC(CC(=O)NCC23CC4CC(CC(C4)C2)C3)C(=O)N2CCc3c([nH]c4ccccc34)[C@]12C (stereo partly specified),-4,-0.3,-14,5,9,2,-4,5,-6,1
CCC(CC)n1[nH]c(=O)cc1N,-5,-0.2,1,-5,-8,-2,1,-3,3,2
COc1ccc(F)cc1C(=O)C1CCCN(C(=O)Cc2c(C)noc2C)C1 (stereo unspecified),7,0.2,-11,12,-2,-4,-6,-5,2,-2

# Screening results deposited in PubChem BioAssay by The Scripps Research Institute Molecular Screening Center.
